Assay outcomes (PubChem)
MLL CXXC-DNA inh = inhibitors of human MLL CXXC domain-DNA interaction. MLL-CXXC / FITC-HOXA9 DNA fluorescence polarization. Potency, µM (series often up to 115 µM), inactives show at the top dose activity change, negative = inhibition, most hits filed as inhibitors. 290,000 compounds, 0.037% hits. AID 2662; active = well fitted inhibition curve with a large enough effect in the polarisation, with a control signal flat, not every such curve was filed as active; inconclusive = small, poorly fitted or top-dose-only effect, or effect the other way, or a change in a side signal; inactive = no such curve, though single readings can be large or run the other way; the % refers to the polarisation; note: potency is the fitted concentration of half-maximal effect
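Fluorescence polarization: 7 uM MLL-CXXC (stock) preincubated 5 min with compounds, then 50 nM fluorescein-HOX-A9 DNA (stock) added; 30 min ambient. Buffer 50 mM Tris-HCl pH 7.5, 50 mM NaCl, 1 mM DTT, 0.05% BSA.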
Giardia killer = kills Giardia lamblia. Giardia lamblia trophozoite viability. activity change, % at 7.66 µM, hits read low. 340,000 compounds, 0.15% hits. AID 540267; in the data active = activity change below about -80%; inconclusive = between about -30% and that limit;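 note: parasites exposed to compound for two days anaerobically before the ATP read; % is set by controls: 0 for no effect and ±100 for the full control effect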
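Giardia trophozoites, 100 cells per well, were exposed to compounds for 48 hrs at 37 deg C under anaerobic conditions; viability was then read as ATP content by bioluminescence after 15-30 min at room temperature.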
A-T KAP1 phos = potential ataxia-telangiectasia treatments restoring KAP-1 phosphorylation | […] A-T fibroblasts, KAP-1 phosphorylation AlphaLISA; neocarzinostatin DNA damage 30 min before lysis | Potency, µM (titrated, usually from 57.5 µM), inactives show at the highest dose activation, most hits filed as activators | 320,000 compounds, 0.19% hits; note: potency is the fitted concentration of half-maximal effect; % of control where 0% means no effect; nearly all actives have a fitted effect of over 45% in size
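hTERT-immortalized A-T patient fibroblasts ([…]), 500 cells/well in OPTI-MEM, 1% FBS, got compounds for 60 min, then NCS for 30 min at 37C. Lysates were then assayed for phospho-KAP-1 by AlphaLISA (anti-pKAP1 donor, anti-KAP1 acceptor beads), 6 hr at 25C.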
BCR signal inh = chronic active BCR signaling inhibition; ABC-DLBCL IkBa-CBG/CBR reporter, luminescence ratio, 4 h; Potency, µM (series often up to 46.1 µM), without a hit: at the highest dose ratio change, negative = lower green/red ratio, hits mostly inhibitors; 340,000 compounds, 0.05% hits; AID 493014; active = well fitted inhibition curve with a large enough effect in the signal ratio, with a control signal flat, not every such curve was filed as active; inconclusive = small, poorly fitted or top-dose-only effect, or effect the other way, or a change in a side signal; the % refers to the signal ratio;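 note: potency is the fitted concentration of half-maximal effect; plate controls were basal doxycycline-induced cells for no effect and cells given 10 µM MG132 for full effect; MG132 reads +100%, hits lower the ratio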
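Cell line TMD8 (human ABC DLBCL), stably expressing tet-inducible CBG68-IkBa fusion and CBR; IMDM/0.5% FBS; cpd up to 46 uM; dox induction, 4 h, 37C/5% CO2; dual luminescence; green/red ratio; MG132 control.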
TCR activator = T cell receptor activation; 330,000 tested, under 10 active; Potency, µM (top dose mostly 9.22 µM), without a hit: at the top dose activation of IL-2 secretion, most hits filed as activators; primary human leukocytes, anti-CD3, IL-2 HTRF, 48 h; note: % of control where 0% means no effect
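Primary human leukocytes incubated 48 hr with anti-CD3 beads plus compound, without co-stimulation. Secreted IL-2 measured by HTRF (europium cryptate/d2 anti-IL-2 pair, 320 nm excitation, 665 nm emission).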
GALK inh = galactokinase (human) inhibition. P51570. Purified GALK, Kinase-Glo residual ATP luminescence. Potency, µM (titrated, usually from 57.5 µM), for inactives: at the top dose activity change, negative = inhibition, usual class: inhibitors. 270,000 compounds, 0.007% hits. AID 1868; note: potency is the fitted concentration of half-maximal effect; % is set by controls: 0 for no effect and ±100 for the full control effect
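5 nM enzyme, 35 uM ATP, 100 uM galactose, 20 mM HEPES pH8.0, 5 mM MgCl2; 1 h RT; residual ATP by Kinase-Glo Plus luminescence, qHTS format.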
Coupling enz = counter-screen for Giardia aldolase inhibitors: coupling enzyme system; coupling enzyme system counterscreen, AmpLite Red fluorescence; activity change, negative = inhibition, % at 58.2 µM, hits read low; 290,000 compounds, 0.67% hits; AID 2472; in the data active = activity change below about -30%; note: % is set by controls: 0 for no effect and ±100 for the full control effect
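Compounds tested against the coupling enzymes alone at 57.5 uM final; readout was AmpLite Red fluorescence (525/598 nm) after 20 min at RT.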
KCNH2 WT inh = blocks the wildtype human KCNH2 potassium channel; Q12809; U2OS, BacMam KCNH2, thallium flux FluxOr; hits give low values; activity change, % at 1.84 µM; 340,000 compounds, 0.37% hits; AID 720551;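 active = maximum activity change below -70%; inconclusive = maximum activity change between -70% and -50%; inactive = maximum activity change above -50%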; note: % is set by controls: 0 for no effect and ±100 for the full control effect
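U2OS cells were transduced with wild-type KCNH2 virus (2.03 x 10^8 / mL) for 4 h at room temperature, then cultured overnight at 37 C. Thallium flux was read with FluxOr dye. Rate constants were normalized to DMSO controls.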
Tb PFK inh = blocks T. brucei phosphofructokinase; T. brucei PFK, ADP-Glo luminescence; Potency, µM (series often up to 57.5 µM), inactives show at the top dose activity, negative = inhibition, usual class: inhibitors; 330,000 compounds, 0.17% hits;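 note: potency is the fitted concentration of half-maximal effect; 0% = uninhibited 1x PFK enzyme wells and -100% = no-enzyme wells; nearly all actives have a fitted effect of over 60% in size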
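ADP-Glo luminescence quantified ADP after 45 min at room temperature, with 1.25 nM T. brucei PFK, 0.1 mM ATP and 0.5 mM fructose-6-phosphate in pH 8.0 TEA buffer. qHTS titrations up to 57 µM; curves classified by quality.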
TSHR antagonist = blocks TSH signaling through the human TSH receptor; P16473; TSHR-expressing cells, TSH-stimulated cAMP HTRF, 2 h; hits give low values; activity change, negative = inhibition, % at 11.5 µM; 330,000 compounds, 0.2% hits; AID 504810;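 active = activity change below a set negative limit, meaning inhibition stronger than a set level, cut at about -70% in these data; inconclusive = activity change between two set negative limits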; note: % is set by controls: 0 for no effect and ±100 for the full control effect
Target sequence (P16473 whole entry, looked up): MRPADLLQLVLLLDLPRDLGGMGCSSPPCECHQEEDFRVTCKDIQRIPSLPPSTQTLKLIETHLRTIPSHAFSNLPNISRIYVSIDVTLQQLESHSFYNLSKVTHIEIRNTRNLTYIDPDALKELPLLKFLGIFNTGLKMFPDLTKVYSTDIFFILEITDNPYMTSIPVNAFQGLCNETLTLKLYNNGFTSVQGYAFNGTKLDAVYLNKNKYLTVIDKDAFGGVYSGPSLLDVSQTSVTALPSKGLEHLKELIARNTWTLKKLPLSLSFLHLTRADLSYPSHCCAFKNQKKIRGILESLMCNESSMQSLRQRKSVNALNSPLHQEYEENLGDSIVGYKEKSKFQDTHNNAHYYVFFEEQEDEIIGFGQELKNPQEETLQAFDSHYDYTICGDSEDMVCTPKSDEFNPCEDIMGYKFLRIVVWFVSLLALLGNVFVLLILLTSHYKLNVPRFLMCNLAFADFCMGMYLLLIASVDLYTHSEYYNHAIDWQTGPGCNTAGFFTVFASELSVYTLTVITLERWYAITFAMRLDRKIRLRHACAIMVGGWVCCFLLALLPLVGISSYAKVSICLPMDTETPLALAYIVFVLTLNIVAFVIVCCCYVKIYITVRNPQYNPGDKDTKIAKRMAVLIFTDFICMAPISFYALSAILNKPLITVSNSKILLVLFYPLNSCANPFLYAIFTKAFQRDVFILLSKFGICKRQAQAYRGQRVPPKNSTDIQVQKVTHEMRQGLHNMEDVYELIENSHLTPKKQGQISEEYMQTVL
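Freshly harvested TSHR cells receive pin-tooled compound, then EC80 TSH at 4nM final. After 2 hours at 37 deg C, antibody in lysis buffer and cAMP-d2 are added; 30 minutes at ambient temperature precede the HTRF read.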
Starred values were filed as active, the others as inactive; ? = inconclusive; nt = no result given; & = joins results of further samples; [ ] = remark or other dose. Unless noted, calls come from the whole dose curve; as a rule, active = well fitted curve in the direction sought with a large enough effect; inconclusive = small, poorly fitted or top-dose-only effect, or another doubt; inactive = no such curve, though single readings can be large; an effect the other way counts as inactive or inconclusive.

Every second line gives: MLL CXXC-DNA inh	Giardia killer	A-T KAP1 phos	BCR signal inh	TCR activator	GALK inh	Coupling enz	KCNH2 WT inh	Tb PFK inh	TSHR antagonist
- CN(C)S(=O)(=O)c1ccc(S(=O)(=O)N2CCCC(C(=O)NC3CCCC3)C2)cc1 (stereo not given)
  -2%	-2	1%	6%	-16%	-2%	-3	-15	13%	-4
- COc1ccc(NC(=O)COC(=O)c2cc(=O)c3ccccc3o2)cc1OC
  nt	9	1%	?	6%	nt	nt	-15	5%	10
- Cn1nnnc1SCC(=O)Nc1ccc(Br)cc1Cl
  -3%	-9	0%	?	-11%[46.1 µM]	-3%	2	3	4%	-8
- Cc1ccc(CC2C(=O)N(CC(=O)O)C(=O)C2C)cc1 (stereo not given)
  -1%	-10	1%	10%	7%	-5%	4	3	8%	6
- CC(C)=CCC(C)(C)CNC(=O)NC1CCCCC1
  4%	13	10%	-2%	-5%[46.1 µM]	-3%	1	-2	-7%	11
- Cc1cc(NC(=O)Cc2ccccc2)nc2c1c(=O)oc1ccccc12
  ?	10	8%	?	1%	-1%	-3	5	-1%	-2
- CCOC(=O)NCCc1c(C)nc2c(c(C)nn2C(C)(C)C)c1C
  2%	-14	-2%	20%	2%	0%	1	-2	-2%	-6
- COCCNC(=O)c1cccc(NC(=O)C2=C(C)OCCS2)c1
  -7%	3	-5%	-2%	-3%	nt	-2	-6	-23%	8
- Cc1cc(N/N=C/c2ccncc2)nc2ccccc12
  ?	7	2%	-3%	0%	3%	-1	nt	0%	-1
- CCN(CC)c1ccc2c(c1)CCCN2
  -1%	nt	1%	?	2%[46.1 µM]	-3%	2	nt	-1%	-4

Remaining list, next part:
Every second line gives: MLL CXXC-DNA inh	Giardia killer	A-T KAP1 phos	BCR signal inh	TCR activator	GALK inh	Coupling enz	KCNH2 WT inh	Tb PFK inh	TSHR antagonist
- CCOC(=O)Cn1nc(NC(=O)c2ccc3c(c2)OCO3)cc1C
  48%[activator]	-7	5%	6%	-5%	-3%	nt	-2	-4%	-6
- Cc1cc(NC(=O)COc2ccccc2)ccc1Cl
  0%	15	11%	?	7%	5%	0	4	-18%	-4
- COc1ccccc1OCC(=O)Nc1oc(-c2ccccc2)c(-c2ccccc2)c1C#N
  8%	-2	-7%	?	1%	1%	9	3	-1%	-13
- CN(Cc1cn(C)nc1-c1cccc(Cl)c1)Cc1nccn1C
  4%	-18	-9%	-1%	-1%	3%	0	4	-1%	2
- Oc1cc(O)c2c(c1)O[C@H](c1ccc(O)c(O)c1)[C@H](O)C2
  -3%	-4	-12%	7%	1%	nt	-1&2&-26	0	-12%	16
- O=C(NCc1ccccc1Cl)c1cccc(NC(=O)c2ccccc2)c1
  1%	5	4%	?	1%[46.1 µM]	3%	-1	-8	-5%	0
- CN(C)CCNc1nc2sc3c(c2c(=O)n1-c1ccccc1)CCCCC3
  1%	11	-6%	0%	-1%	0%	2	-3	0%	2
- COc1c(S(=O)(=O)NCCCN2CCOCC2)ccc(Cl)c1Cl
  39%[activator]	13	-1%	0%	4%	2%	0	-10	16%	-1
- O=C1COCCOCCOCCOCC(=O)NCCN1
  0%	-1	-3%	?	-5%	4%	-1	3	-5%	17
- CCCN(CC1CC1)C(=O)COc1ccccc1C(=O)NCc1ccccc1
  -6%	-10	-6%	?	2%	-4%	-1	-2	-2%	13

The list goes on:
Every second line gives: MLL CXXC-DNA inh	Giardia killer	A-T KAP1 phos	BCR signal inh	TCR activator	GALK inh	Coupling enz	KCNH2 WT inh	Tb PFK inh	TSHR antagonist
- O=c1[nH]c2ccc(S(=O)(=O)Nc3ccc(Cl)cc3)cc2[nH]1
  0%	12	1%	2%	7%	4%	0	5	-2%	2
- O=C(COc1cccc(Cl)c1)Nc1ccc2c(c1)CCC2
  0%	-1	8%	0%	-13%[46.1 µM]	-3%	-4	11	-2%	13
- Cc1csc(=O)n1CCC(=O)OCC(=O)c1c(N)n(C)c(=O)n(C)c1=O
  nt	4	-1%	?	-3%	nt	nt	-12	-4%	13
- CCOC(=O)N1CCC(NC(=O)CCC(=O)N2CC(C)Oc3ccc(Cl)cc32)CC1 (stereo not given)
  0%	1	12%	?	4%	2%	1	-4	-13%	7
- O=C(COC(=O)CC(c1ccccc1)c1ccccc1)Nc1ccc(F)c(F)c1
  -1%	nt	-8%	?	nt	2%	2	nt	-9%	-24
- COc1ccc(-n2c(SCC(=O)N3CCc4ccccc43)nnc2-c2c[nH]c3ccccc23)cc1
  1%	-6	-12%	2%	-43%	nt	-1	-8	-2%	8
- COCCCNCC(O)COc1cccc2[nH]c(C)cc12 (stereo not given)
  2%	?	0%	-10%	5%	3%	0	8	0%	2
- CCCOC(=O)c1c(NC(=O)CSc2nc(-c3ccco3)cc(C(F)(F)F)n2)sc(C(=O)OC)c1C
  21%	1	4%	?	-5%	0%	-9	-11	0%	4
- COC(=O)C1=C(C(=O)OC)C(c2cc(Br)ccc2O)c2sc(=O)[nH]c2S1 (stereo not given)
  -17%	-12	-1%	-1%	-2%[46.1 µM]	0%	-4	1	0%	-12
- CC(O)c1cccc(NC(=O)CCC(=O)O)c1 (stereo not given)
  -7%	-3	3%	0%	-1%	3%	1	8	-2%	4

Going on with the list:
Every second line gives: MLL CXXC-DNA inh	Giardia killer	A-T KAP1 phos	BCR signal inh	TCR activator	GALK inh	Coupling enz	KCNH2 WT inh	Tb PFK inh	TSHR antagonist
- C=CCC[C@H](Cc1ccc(F)cc1)C(=O)OC[C@@H](NC(=O)[C@H](CC=C)CC(=O)NCCO)C(C)(C)C
  nt	12	5%	1%	-5%	nt	nt	0	5%	-9
- O=C(NNC(=S)Nc1ccc(Cl)cc1)c1cccs1
  -15%	-10	-1%	?	-6%	0%	4	nt	-1%	4
- COc1ccc2c(c1)c1ncnc(N3CCN(Cc4ccc5c(c4)OCO5)CC3)c1n2C
  6%	nt	8%	0%	nt	-2%	3	nt	0%	-11
- COC(=O)C(C)Sc1nc(N)c(NC(=O)c2ccco2)c(=O)[nH]1 (stereo not given)
  -1%	21	15%	2%	-3%	1%	4	-2	5%	8
- Cc1nc(NC(=O)c2ccccc2)sc1-c1csc(N)n1
  4%	5	-1%	?	5%	-1%	-7	5	6%	15
- COc1ccc(OC)c(/C=N/NC(=O)c2ccc(N(C)S(=O)(=O)c3ccccc3)cc2)c1
  10%	4	4%	?	0%	1%	2	5	-4%	-39
- CCc1ccc(-n2c(SCC(=O)N3Cc4ccccc4CC3C(=O)O)nnc2-c2ccncc2)cc1 (stereo not given)
  1%	-2	0%	?	-4%	1%	11	9	-2%	10
- CCCCNS(=O)(=O)c1ccc(OC)c(C)c1
  3%	-10	3%	-4%	2%[46.1 µM]	0%	1	-5	1%	0
- COC(=O)C1=C(Nc2cc(Cl)cc(Cl)c2)CSC1
  -9%	-11	7%	-8%	-3%	-3%	7	0	3%	-3
- CC(/C=C(\NC(=O)c1ccccc1)C(=O)N=Nc1c(O)[nH]c2ccc(C)cc12)=C\c1ccccc1
  5%	-9	1%	1%	-1%	-5%	0	-7	-2%	-18

More records:
Every second line gives: MLL CXXC-DNA inh	Giardia killer	A-T KAP1 phos	BCR signal inh	TCR activator	GALK inh	Coupling enz	KCNH2 WT inh	Tb PFK inh	TSHR antagonist
- COc1ccccc1Nc1nc(N(C)c2ccccc2)nc(N)c1[N+](=O)[O-]
  -1%	?	0%	?	10%	nt	3	5	1%	-2
- CCC(c1nnnn1Cc1cccs1)N1CCN(C(=O)c2ccco2)CC1 (stereo not given)
  -2%	-10	-1%	7%	-1%	4%	0	-3	-1%	5
- O=C(NC1CCCCC1)c1n[nH]c2c1CCCCC2
  nt	?	17%	?	-3%	nt	nt	nt	0%	12
- COc1ccc(OC)c(NC(=O)C2CCCN2S(=O)(=O)c2cccc3nsnc23)c1 (stereo not given)
  5%	-7	-9%	?	1%	1%	nt	0	1%	-4
- CC(C)(C)NC(=O)c1ccc(NC(=O)CSc2ccccc2)cc1
  6%	-6	0%	0%	nt	1%	2	7	-9%	-2
- O=C(N/N=C/C(Cl)=C\c1ccccc1)c1ccco1
  38%[activator]	0	6%	?	-2%	3%	1	5	-2%	-5
- CN(C)c1ccc(/C=C(/NC(=O)c2ccccc2)C(=O)NCCN2CCOCC2)cc1
  9%	25	-9%	-8%	2%	5%	nt	-14	3%	-20
- CCOC(=O)N1CCN(C(=O)CN(C2CCCCC2)S(=O)(=O)c2ccc(Cl)cc2)CC1
  -20%	3	-2%	-3%	4%	0%	3	-6	5%	4
- CCC(=O)Nc1cccc(NC(=S)NC(=O)c2ccccc2C)c1
  4%	-7	0%	?	0%	0%	0	4	1%	-12
